Screens as filed in PubChem BioAssay.
V1aR counter = agonists of human V1a receptor, primary screen, counter-screen for OXTR agonist project, fluorescence, CHO-V1R cells; Fluo-8 calcium fluorescence, agonist mode; 0% DMSO, 100% 3 nM vasopressin; activation, % at 3 µM; hit rate 0.25% among 320,000; AID 2797, 2010;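 active = activation above the mean activation of all tested compounds plus 3 SD, per screening run, cut at about 20% in these data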;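 note: signal is peak over basal fluorescence ratio across a 100 second FLIPR read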
CHRM1 antagonist = human M1 muscarinic receptor antagonists, primary screen, CHO-K1 cells, Fluo-8 calcium fluorescence, 1536-well; inhibition, % at 3 µM; AID 588852, 2011; Muscarinic acetylcholine receptor M1 (Homo sapiens), P11229; hit rate 1.3% among 360,000; CHO-K1 hM1, ACh EC80 antagonist;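 active = percent inhibition above its own plate's cutoff, namely the mean of that plate's compound wells plus 3 SD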;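 note: peak over basal fluorescence ratio during 140 s after agonist addition; 0% = ACh EC80 plus DMSO and 100% = DMSO alone without agonist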
Target sequence (P11229 whole entry, looked up): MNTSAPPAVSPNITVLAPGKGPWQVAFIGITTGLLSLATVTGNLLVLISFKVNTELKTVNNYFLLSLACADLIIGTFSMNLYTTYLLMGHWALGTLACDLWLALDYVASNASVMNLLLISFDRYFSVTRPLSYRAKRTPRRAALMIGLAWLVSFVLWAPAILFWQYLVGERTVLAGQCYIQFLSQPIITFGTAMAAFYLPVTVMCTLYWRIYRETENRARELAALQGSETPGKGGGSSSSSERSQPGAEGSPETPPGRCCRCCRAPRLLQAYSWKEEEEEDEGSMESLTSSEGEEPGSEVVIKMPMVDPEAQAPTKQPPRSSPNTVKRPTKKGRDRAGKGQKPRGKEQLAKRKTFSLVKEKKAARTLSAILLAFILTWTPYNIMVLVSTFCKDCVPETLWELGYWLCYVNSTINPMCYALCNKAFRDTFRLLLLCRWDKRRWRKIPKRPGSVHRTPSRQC
TAAR1 antag = human TAAR1 antagonists, primary screen, Fluo-8 calcium fluorescence, CHO RD-HGA16 cells; inhibition, % at 3 µM; antagonist; hit rate 1.5% among 360,000;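 active = inhibition above a per-plate cutoff, the mean inhibition of test compounds on that plate plus 3 SD, cut at about 49% in these data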;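 note: 0% = DMSO plus EC80 beta-PEA response and 100% = DMSO alone without agonist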
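Test system: hTAAR1-expressing CHO RD-HGA16 cells, Gα16-coupled; Probe or stimulus: EC80 β-phenethylamine stimulus; Compound dosing: single nominal final test compound concentration of 3 µM; Timing: 140 s kinetic read after compound, 140 s after agonist; Signal: Fluo-8 calcium-sensitive fluorescence; Measure: % inhibition of agonist calcium response; Controls: DMSO and EC80 PEA controls.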
TAAR1 ag = human TAAR1 agonists, primary screen, Fluo-8 calcium fluorescence, CHO RD-HGA16 cells. vehicle wells 0%, saturating PEA agonist 100%. AID 624467, 2012. activation, % at 3 µM. hit rate 0.99% among 360,000. Trace amine-associated receptor 1 (Homo sapiens), Q96RJ0;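 active = activation above the mean activation of all test compounds in the run plus 3 SD, cut at about 38% in these data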
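System: CHO-derived RD-HGA16 cells with stable Gα16 and human TAAR1 / Times: 17-24 h plating, Fluo-8 75 min 37 °C, 30 min RT / Technique: calcium-sensitive Fluo-8 signal, excitation 470-495, emission 515-575 nm / Measure: % activation relative to PEA EC100 response / Benchmarks: DMSO and PEA EC100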
OXTR potentiate = human OXTR potentiators, primary screen, fluorescence, CHO-OTR cells, Fluo-8 calcium; Oxytocin receptor (Homo sapiens), P30559; Fluo-8 calcium fluorescence, potentiator mode; 0% = oxytocin EC15, 100% = EC100; activation, % at 3 µM; hit rate 0.061% among 320,000;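 active = activation above that plate's cutoff, the mean activation of tested compounds plus 3 SD, cut at about 6.6% in these data, passing the limit was not always enough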;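 note: 100% uses oxytocin at 75 nM as the full agonist control; some results filed as inactive read as strong as hits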
Target sequence (P30559 whole entry, looked up): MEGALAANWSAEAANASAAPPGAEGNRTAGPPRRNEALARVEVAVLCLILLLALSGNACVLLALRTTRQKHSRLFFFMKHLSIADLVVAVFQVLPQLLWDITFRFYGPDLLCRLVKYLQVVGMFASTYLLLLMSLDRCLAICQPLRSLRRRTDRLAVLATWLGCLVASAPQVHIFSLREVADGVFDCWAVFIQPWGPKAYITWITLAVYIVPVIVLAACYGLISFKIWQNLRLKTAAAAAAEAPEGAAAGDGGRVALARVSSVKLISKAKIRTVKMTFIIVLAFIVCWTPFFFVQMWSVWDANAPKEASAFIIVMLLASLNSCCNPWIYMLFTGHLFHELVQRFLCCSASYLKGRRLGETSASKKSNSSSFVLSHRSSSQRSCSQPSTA
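System: human OTR in CHO cells; Also added: sub-maximal oxytocin, roughly EC15; Timing: compound 6 min at room temperature before oxytocin, 100 s read; Technique: Fluo-8 intracellular calcium fluorescence, ex 470-495, em 515-575 nm; Controls: oxytocin EC15 low and EC100 high; Replication: singlicate.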
M1 PAM = human M1 muscarinic receptor positive allosteric modulators, primary screen, CHO-K1 cells, Fluo-8 calcium fluorescence, 1536-well. hit rate 0.088% among 360,000. CHO-K1 hM1, ACh EC20; 0% = ACh EC20, 100% = maximal ACh. activation, % at 3 µM. Muscarinic acetylcholine receptor M1 (Homo sapiens), P11229; in the data active = activation above about 19%, passing the limit was not always enough
OXTR ag = human OXTR agonists, primary screen, fluorescence, CHO-OTR cells, Fluo-8 calcium; Oxytocin receptor (Homo sapiens), P30559; Fluo-8 calcium fluorescence; normalized: DMSO 0%, oxytocin 100%; activation, % at 3 µM; hit rate 0.32% among 320,000;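 active = activation above the mean of all tested compounds plus 3 SD, cutoff set per screening run, cut at about 20% in these data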;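 note: peak over basal fluorescence ratio from a 100 s FLIPR kinetic read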
M1 ag = human M1 muscarinic receptor agonists, primary screen, Fluo-8 calcium fluorescence, CHO-K1 cells, HTS; AID 588814, 2011; CHO-K1 hM1, agonist mode; 0% DMSO, 100% acetylcholine EC100; activation, % at 3 µM; hit rate 0.33% among 360,000;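 active = activation above the run's mean compound activation plus 3 SD, cut at about 16% in these data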;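 note: peak over basal fluorescence ratio within a 140 s kinetic read after compound addition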
CHO parental Ca = ATP-evoked calcium signal inhibitors, parental CHO, primary screen, counter-screen for OX1R antagonist project, cell-based, fluorescence, Fluo-8 calcium dye | hit rate 0.63% among 330,000 | AID 463079, 2010 | inhibition, % at 5.6 µM | parental CHO-K1, ATP-induced calcium, Fluo-8 fluorescence;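 active = inhibition above that plate's mean sample inhibition plus 3 SD, cut at about 26% in these data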;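 note: 0% = ATP-challenged DMSO wells and 100% = DMSO wells without ATP; some compounds past the cut are filed as inactive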
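material = parental CHO cells | also added = ATP as calcium-mobilizing challenge | dosing = single point at 5.6 µM | detection = intracellular calcium via Fluo-8 no-wash fluorescent dye | read-out = % inhibition | benchmarks = low control ATP plus DMSO, high control DMSO only | repeats = one well per compound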
* = called active by the depositor; . = not tested or not shown. Not a hit list. Share with any hit: about 3.7%.

SMILES	V1aR counter	CHRM1 antagonist	TAAR1 antag	TAAR1 ag	OXTR potentiate	M1 PAM	OXTR ag	M1 ag	CHO parental Ca
COc1ccc(-n2cnc(=S)[nH]c2=S)cc1	.	-2	-4	36	.	5	.	6	.
CC(C)Oc1ccc(S(=O)(=O)N2CCOCC2)cc1NC(=O)C1COc2ccccc2O1 (stereo not drawn)	-0.1	20	48	5	-4	-8	-1.4	-4	-20
OC(c1ccc(Cl)c(F)c1)c1ncc(-c2ccc(Cl)cc2)[nH]1 (stereo not drawn)	.	-10	11	0	.	8	.	-2	.
Cc1ccccc1C(OCCN(C)C)C1CCCCC1 (stereo not drawn)	0.6	100*	-6	8	-2	-27	0.9	-12	-8
O=[N+]([O-])c1cccc(S(=O)(=O)N2CCN(S(=O)(=O)N3CCCCCC3)CC2)c1	0.4	-10	9	-1	-6	10	0.5	-1	-7
COC(=O)c1sccc1NC(=O)c1ccoc1C	-0.4	14	-8	-2	4	-7	-1.3	-6	-11
COc1ccccc1Nc1c2c(nc3ccc(N)cc13)CCCC2	-1.1	-2	-21	0	-8	2	-0.1	-5	-21
Cc1ccc(C)c(NC(=S)/C(=C(\[O-])c2ccc(Cl)s2)[n+]2ccccc2)c1	2.0	23*	-9	11	-1	-11	0.0	-6	-11
Cc1c(NC(=O)c2ccc(C(C)(C)C)cc2)cccc1[N+](=O)[O-]	2.8	2	12	1	-10	-11	-1.8	-10	-13
CSc1oc(-c2ccc(F)cc2)nc1S(=O)(=O)c1ccccc1	2.4	-5	-10	-4	-1	5	-2.2	-8	-4

Entries above that contain two or more sulfur atoms, in the order listed:
SMILES	V1aR counter	CHRM1 antagonist	TAAR1 antag	TAAR1 ag	OXTR potentiate	M1 PAM	OXTR ag	M1 ag	CHO parental Ca
COc1ccc(-n2cnc(=S)[nH]c2=S)cc1	.	-2	-4	36	.	5	.	6	.
O=[N+]([O-])c1cccc(S(=O)(=O)N2CCN(S(=O)(=O)N3CCCCCC3)CC2)c1	0.4	-10	9	-1	-6	10	0.5	-1	-7
Cc1ccc(C)c(NC(=S)/C(=C(\[O-])c2ccc(Cl)s2)[n+]2ccccc2)c1	2.0	23*	-9	11	-1	-11	0.0	-6	-11
CSc1oc(-c2ccc(F)cc2)nc1S(=O)(=O)c1ccccc1	2.4	-5	-10	-4	-1	5	-2.2	-8	-4

(further entries)
SMILES	V1aR counter	CHRM1 antagonist	TAAR1 antag	TAAR1 ag	OXTR potentiate	M1 PAM	OXTR ag	M1 ag	CHO parental Ca
OCC[C@H]1C[C@@H](O)[C@H](O)[C@@]2(OCc3ccccc32)O1	0.4	3	4	9	-6	-2	1.5	-2	-4
CCCCCCCCNc1nc(Cl)nc(NCCN2CCOCC2)n1	0.4	-10	14	1	2	9	-0.1	-2	-21
CC(=O)c1cccc(NC(=S)NNC(=O)c2ccc(C)c([N+](=O)[O-])c2)c1	-0.8	2	2	8	-5	9	-1.6	0	-10
COc1ccc(N(CC(=O)N2CCN(c3ccccc3F)CC2)S(=O)(=O)c2c(C)n[nH]c2C)cc1	0.1	4	8	6	-14	2	0.1	-7	0
Cc1ccc(C(=O)N/C(=C\c2cccnc2)C(=O)N2CCCC2)cc1	0.4	-9	-25	3	-1	13	0.7	0	-5
CCn1cc(CN2CCC(C(=O)Nc3cccc(-c4cccc(OC)c4)c3)CC2)c(C)n1	0.4	-18	-9	0	2	14	0.0	-7	-3
Nc1c(C2=NCCO2)nnn1Cc1ccccc1	0.5	-10	6	6	-7	13	0.6	-5	1
O=C(Nc1cc(S(=O)(=O)Nc2ccccc2Cl)ccc1O)c1ccc(F)cc1F	12	6	25	6	-12	-8	17	9	12
Cn1cc(S(=O)(=O)Oc2ccccc2)c(=O)n(C)c1=O	1.3	0	-26	1	-11	5	0.0	2	15
Fc1cccc(CNc2ncnc3cc(Cl)ccc23)c1F	8.9	23	4	3	-21	-15	12	-4	-3
Oc1ccccc1-c1nc(N2CCCC2)c2ccccc2n1	-0.7	4	-6	4	-10	2	-0.2	0	17
Cc1cc(NC(=O)c2cc(-c3ccc(O)cc3)on2)no1	0.2	-5	-13	1	-11	5	1.8	2	-2
CCOC(=O)c1ccc(NC(=O)c2cc(S(=O)(=O)N3CCOCC3)cn2C)cc1	-0.7	22	-8	-1	-3	-13	-2.2	-3	-2
NC(=O)CC(NC(=O)Cc1ccc(Br)cc1)c1ccc(NCc2ccc(F)cc2)c([N+](=O)[O-])c1 (stereo not drawn)	1.1	3	0	12	-10	10	-0.5	-2	7
Nc1ccc(S(=O)(=O)Nc2ccc(C(=O)c3ccccc3)cc2)cc1	5.9	6	25	4	-21	-6	8.8	0	2
CCOC(=O)N1CCC(N(CCCOC)C(=O)Nc2ccc(CC)cc2)CC1	-1.2	8	-7	0	4	-1	-1.7	-10	-7
COc1cccc(-n2c(Cc3cc(=O)[nH]c(=O)[nH]3)nnc2SCC(=O)NC2CCCCC2)c1	0.7	-13	-27	11	-6	-1	1.7	-1	4
CCCC(=O)c1ccc(N2CCCCC2)c(F)c1	0.1	2	9	5	-3	-9	-1.0	-8	8
CCc1ccc(OCc2ccc(C(=O)OC)o2)cc1	-0.8	-14	-5	-1	-9	14	-1.2	-4	-8
CC(C)n1c(SCC(=O)N2CCCCC2)nc2c1c(=O)n(C)c(=O)n2C	-0.3	-4	-3	-1	-7	6	0.2	-6	-21
Cc1ccc(NC(=O)c2c(C)noc2C)cc1	-0.1	-8	-21	4	-8	4	-0.2	-2	5
CCN/C=C(\C#N)S(=O)(=O)c1ccc(Br)cc1	-0.1	-7	4	12	-9	6	0.9	-4	-8
O=C1CC/C=C\C[C@@H](CC(=O)N(CCO)Cc2ccccc2)C(=O)N2CCC[C@H]2CO1	1.3	-4	-2	3	-1	8	-0.1	-3	-11
N#C/C(=C(/O)CN1CCCC1)c1nc(-c2ccccc2)cs1	-1.0	-6	4	0	-5	7	2.6	-4	-16
O=c1nc2ccccc2c(NS(=O)(=O)c2ccc(Cl)cc2)n1-c1ccccc1	1.9	-20	22	10	-16	4	1.4	-3	-17
O=c1c2sccc2nc(SCc2cc(=O)n3ccccc3n2)n1Cc1ccccn1	0.4	.	-57	-1	-5	.	-1.0	.	-10
COc1ccccc1NC(=O)c1cc2ccccc2nc1C	0.7	-5	21	3	0	10	0.3	-7	-7
CCCCNS(=O)(=O)c1ccc2nc(-c3cccnc3)cc(C(=O)NCCCN(CC)CC)c2c1	1.3	.	.	.	4	.	0.5	.	0
CCOc1ccccc1N(CC(=O)N/N=C/c1cc(Br)ccc1OC)S(C)(=O)=O	-0.8	0	20	-1	2	5	-0.8	-7	-16
S=c1[nH]nc(-c2ccco2)n1/N=C/c1ccc(Cl)cc1	-1.5	-11	6	-2	-8	13	-2.0	-6	-2
CC(=O)N1c2ccc(S(=O)(=O)CCC(=O)O)cc2CC1C (stereo not drawn)	0.2	-18	-13	4	-13	10	1.1	-2	10
CC(C)(C)c1ccc(COn2c(=O)c(-c3ccco3)[n+]([O-])c3ccccc32)cc1	0.1	1	14	5	-9	-2	-0.8	-5	-8
Oc1ccccc1-c1nc2ccccc2nc1-c1ccccc1	-1.6	-12	-9	1	2	10	-2.4	-6	3
CN(C)CCCN(C(=O)CCc1ccccc1)c1nc2c(F)cccc2s1	4.2	-11	-9	14	-6	8	10	-7	-20
Cc1cc(NC(=O)COC(=O)C2CC(=O)N(c3ccccc3Cl)C2)no1 (stereo not drawn)	-0.4	-2	13	-2	-6	2	-1.0	-2	-5
COc1cccc(C(=O)Nc2cc(NC(=O)c3cccs3)ccc2C)c1OC	-1.0	1	19	2	3	-4	-2.8	-1	-16
Nn1cc(-c2ccccc2)nc1SCC(=O)Nc1ccc(S(N)(=O)=O)cc1	0.8	-2	-39	0	-5	0	0.2	-4	-5
COc1cccc(N2CCN(C(=S)Nc3cccc(C)c3)CC2)c1	7.9	-1	23	4	-15	-2	12	-2	-7
CN(C)S(=O)(=O)N1CCC(Oc2cccc(C(=O)NC3CCCCC3)c2)CC1	12	-1	-2	2	-10	-3	6.7	2	-13
O=c1nc2c(O)cccn2c2c1c(=O)[nH]c1ccccc12	.	6	-8	2	.	0	.	4	.
COc1ccc(C)cc1NC(=O)CN(Cc1nnc(-c2ccc(Cl)cc2)o1)C1CCCC1	-0.4	8	28	3	-11	-2	-1.6	-2	3
O=C(/C=C/c1ccc(F)cc1)Nc1cccc(S(=O)(=O)N2CCOCC2)c1	6.8	-5	21	7	-10	-10	9.3	-1	-20
CCCCN1C(=O)C(NC(C)=O)c2ccccc21 (stereo not drawn)	-0.8	0	-17	6	-3	8	0.1	-2	1
COc1ccc(S(=O)(=O)Nc2c(F)cccc2F)cc1	0.7	-3	-11	1	-4	3	1.1	-5	-4
O=C(NCc1ccco1)c1cccs1	1.2	-10	10	1	-8	12	-0.5	-3	13
O=C(c1ccco1)N1CCN=C1SCc1ccccc1Cl	0.0	-12	2	2	-4	9	-1.2	1	-6
Cc1ccc(S(=O)(=O)N2CCC(C(=O)N3CCC(C(=O)NCc4cccnc4)CC3)CC2)cc1	0.6	-27	-8	7	-2	4	0.1	0	1
Nc1nc(N)c(N=Nc2ccc(S(N)(=O)=O)cc2)c(=O)[nH]1	0.3	-10	-14	0	-4	5	1.8	-2	-11
COc1ccc(-c2noc3c2-c2nc(-c4ccc(C)cc4)sc2CC3)cc1	0.4	-1	-19	18	9	-3	0.3	-4	4
C=CCc1c(C)nc(-c2ccccc2)nc1Nc1ccccc1O	5.1	14	25	5	-15	-3	3.3	-4	24
CC(=O)c1ccc(NC(=O)CSc2nc(=O)n3cccc(C)c3n2)cc1	0.3	-9	-27	0	0	6	-1.5	-2	-23
Cc1nc2ccc([N+](=O)[O-])cc2nc1C	0.0	-9	-27	3	-8	7	-0.6	-6	-4
COc1ccccc1NC(=O)CSc1ncn[nH]1	0.1	-5	5	13	-9	5	-0.2	1	-12
